Bioassay records deposited in PubChem BioAssay by several laboratories.
3CLpro inhibitor – SARS-CoV 3CLpro protease inhibition. P0C6X7. recombinant SARS-CoV 3CLpro, quenched FRET peptide cleavage. inhibition, % at 6 µM. 290,000 compounds, 0.14% hits; in the data active = inhibition above about 12%
PriA SSB inh – blocks PriA binding to SSB C-terminal tail | AlphaScreen SSBct-PriA binding, biotinylated peptide | 430,000 compounds, 0.6% hits | inhibition, % at 33 µM; in the data active = inhibition mostly above about 37%, no sharp cut-off; inactive = mostly below about 20%;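 note: plate controls were negative control peptide for no effect and reference peptide for full effect; strong numbers were not always called active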
PrPC TRFRET – reduces human prion protein on the cell surface; 370,000 compounds, 0.43% hits; P04156; cell surface PrPC, TR-FRET read-out; inhibition, % at 13.8 µM; in the data active = inhibition above about 24%; note: 0% = median of the test wells and 100% = reference compound wells
VHR inh abs – inhibitors of human VHR1 phosphatase (DUSP3); P51452; recombinant VHR phosphatase, pNPP absorbance; inhibition, % at 13.3 µM; 290,000 compounds, 0.52% hits; in the data active = inhibition above about 50%; note: some compounds called inactive have numbers as strong as hits
Target sequence (P51452 whole entry, looked up): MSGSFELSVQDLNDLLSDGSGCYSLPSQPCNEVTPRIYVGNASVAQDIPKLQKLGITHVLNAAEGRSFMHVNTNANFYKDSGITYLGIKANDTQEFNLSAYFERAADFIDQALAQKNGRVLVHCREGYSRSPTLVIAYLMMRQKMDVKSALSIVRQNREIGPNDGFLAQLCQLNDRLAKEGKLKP
TcdB GH inh – inhibitors of Clostridioides difficile toxin B glycohydrolase; inhibition, % at 9.99 µM; P18177; 350,000 compounds, 0.24% hits; TcdB glycohydrolase enzymatic assay, plate reader; in the data active = inhibition above about 10%
MazEF act – MazEF (E. coli) toxin RNase activation; P0AE70; FAM/BHQ RNA-DNA oligo cleavage fluorescence, 5 h; activation, % at 20 µM; 350,000 compounds, 0.32% hits; AID 504720; in the data active = activation above about 50%
Target sequence (P0AE70 whole entry, looked up): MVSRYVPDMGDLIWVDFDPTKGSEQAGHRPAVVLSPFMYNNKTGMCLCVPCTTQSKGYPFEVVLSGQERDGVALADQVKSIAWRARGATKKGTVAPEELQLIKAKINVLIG
Y pestis TopoI – inhibitors of Yersinia pestis topoisomerase I; Y. pestis Topo-I cleavage product accumulation, plate reader; activity, % at 10 µM; 360,000 compounds, 0.064% hits; AID 504884; in the data active = activity above about 50%, passing the limit was not always enough; note: inactives centre near 2
Vc quorum ag – quorum light induction in luxS cqsA deficient V. cholerae | 350,000 compounds, 0.16% hits | activation, % at 18.7 µM | V. cholerae BH1578 lux reporter, luminescence, 6 h; in the data active = activation mostly above about 9.7%, no sharp cut-off; note: not every result past the cut was called active; inactives centre near 0; reference of the scale not given here
Rv3671c inh – inhibitors of M. tuberculosis serine protease Rv3671c; inhibition, % at 5.96 µM; 320,000 compounds, 0.048% hits; P9WHR9; in the data active = inhibition above about 38%;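 note: extracellular domain of Rv3671c used as enzyme; 0% = enzyme with DMSO and 100% = no enzyme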
Target sequence (P9WHR9 whole entry, looked up, the tested form may be a part): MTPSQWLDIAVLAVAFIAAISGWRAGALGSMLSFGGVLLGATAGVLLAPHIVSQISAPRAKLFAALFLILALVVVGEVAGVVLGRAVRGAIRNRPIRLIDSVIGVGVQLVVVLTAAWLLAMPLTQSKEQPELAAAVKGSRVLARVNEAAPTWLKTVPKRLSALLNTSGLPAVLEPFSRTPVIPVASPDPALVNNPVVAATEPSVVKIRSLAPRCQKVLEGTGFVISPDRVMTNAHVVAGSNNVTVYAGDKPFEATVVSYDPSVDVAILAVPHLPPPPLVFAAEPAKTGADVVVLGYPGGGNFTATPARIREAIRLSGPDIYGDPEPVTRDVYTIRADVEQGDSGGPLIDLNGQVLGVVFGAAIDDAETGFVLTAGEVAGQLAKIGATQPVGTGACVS
CCHFV vOTU inh – CCHFV vOTU protease inhibition | 370,000 compounds, 0.55% hits | Pep-AMC fluorescence | inhibition, % at 11.5 µM; in the data active = inhibition above about 30%; note: 0% = vehicle wells with enzyme and 100% = no enzyme wells
The depositor's hits bear a star; i = inactive; nt = no result given. This is a subset. The share of hits here may be higher or lower than overall.

SMILES	3CLpro inhibitor	PriA SSB inh	PrPC TRFRET	VHR inh abs	TcdB GH inh	MazEF act	Y pestis TopoI	Vc quorum ag	Rv3671c inh	CCHFV vOTU inh
CC(=O)c1c[nH]c(C(=O)NC2CCCCCC2)c1	2	-7	-1	19	0.1	-2	5	i	-8	12
CSCCC(NC(=O)c1ccccc1)C(=O)OCC(=O)N(C)CCC#N (stereo not given)	-1	0	-4	-17	0.3	5	2	2.8	6	-12
Cc1ccc(CC(NC(=O)C2CCCCC2)C(=O)O)cc1 (stereo not given)	nt	-9	5	nt	0.9	23	10	0.4	nt	1
C=C(C)c1cccc(C(C)(C)NC(=O)N2CCC(C(N)=O)CC2)c1	1	12	0	1	0.1	-27	-13	i	7	-6
CN(Cc1nccn1C)C(=O)c1cc(COc2cccc(C(F)(F)F)c2)on1	3	5	-4	2	1.3	2	9	-0.3	1	8
Cc1nonc1OCCCNc1ccc([N+](=O)[O-])cc1Cl	4	-12	-12	11	1.5	10	4	-0.5	-32	-11
Cc1cc(C(=O)NC(C)c2ccncc2)cs1 (stereo not given)	-2	-14	-9	5	nt	7	4	i	5	0
CC1=C(C(=O)N(C)C)CC(CC(=O)NCC2CCCCC2)C(=O)N1Cc1ccccc1 (stereo not given)	nt	nt	3	nt	2.9	-8	1	i	nt	1
O=C(NCCC1CCCCN1S(=O)(=O)c1ccc(F)cc1)C(=O)NCc1ccccn1 (stereo not given)	nt	-8	6	nt	-2.4	1	-11	i	-5	22
CCc1nnc(NC(=O)CC(=O)Nc2ccccc2C(=O)O)s1	3	5	nt	15	0.9	-2	2	-0.4	-4	nt
O=C(Cc1ccccc1[N+](=O)[O-])NNC(=O)c1ccncc1	nt	2	5	nt	-0.2	-19	0	-1.6	4	7
Cc1ncc(C(O)c2ccccc2)n1Cc1ccccc1 (stereo not given)	nt	nt	-6	nt	-0.1	10	-4	i	nt	-1
CCCOc1ccc(NC(=O)CC2C(=O)OCC3CCCCN32)cc1 (stereo not given)	nt	-2	2	nt	-0.3	4	-4	i	1	-2
Cn1cc(CN2CCCC(CNS(=O)(=O)c3cccc4cccnc34)C2)cn1 (stereo not given)	1	-6	-1	10	1.5	3	3	i	-1	-9
Cn1ncc(C#N)c1NC(=O)C1CC(c2ccc(Cl)cc2)=NO1 (stereo not given)	2	-3	4	17	nt	2	-1	i	-5	2
COc1ccc(C(=O)NNC(=O)c2cc3ccccc3cc2O)cc1	nt	-6	-8	nt	-0.6	1	-2	-0.6	2	17
Cc1ccc(S(=O)(=O)Nc2nc3ccc(S(=O)(=O)N4CCCC4)cc3s2)cc1	6	-14	6	28	nt	2	11	-0.3	-6	3
CC(C)CN1CCC1(C)C(=O)Nc1cccc(C#N)c1 (stereo not given)	nt	nt	3	nt	0.4	nt	1	0.7	nt	2
COc1ccc2cc(C3=CC(=O)CC(C)(C)C3=O)ccc2c1	nt	nt	-4	nt	0.7	-20	8	-0.3	nt	-8
COC(=O)CCCC1=CC2=CC(=O)C(C)(OC(=O)c3cccs3)C(=O)C2=CN1c1ccccc1 (stereo not given)	nt	-8	-10	nt	-0.1	5	17	i	-1	4

Sorted by SMILES length (smallest number first): some entries from above
SMILES	3CLpro inhibitor	PriA SSB inh	PrPC TRFRET	VHR inh abs	TcdB GH inh	MazEF act	Y pestis TopoI	Vc quorum ag	Rv3671c inh	CCHFV vOTU inh
Cc1cc(C(=O)NC(C)c2ccncc2)cs1 (stereo not given)	-2	-14	-9	5	nt	7	4	i	5	0
CC(=O)c1c[nH]c(C(=O)NC2CCCCCC2)c1	2	-7	-1	19	0.1	-2	5	i	-8	12
CC(C)CN1CCC1(C)C(=O)Nc1cccc(C#N)c1 (stereo not given)	nt	nt	3	nt	0.4	nt	1	0.7	nt	2
Cc1ccc(CC(NC(=O)C2CCCCC2)C(=O)O)cc1 (stereo not given)	nt	-9	5	nt	0.9	23	10	0.4	nt	1
Cc1nonc1OCCCNc1ccc([N+](=O)[O-])cc1Cl	4	-12	-12	11	1.5	10	4	-0.5	-32	-11
CCc1nnc(NC(=O)CC(=O)Nc2ccccc2C(=O)O)s1	3	5	nt	15	0.9	-2	2	-0.4	-4	nt
CCCOc1ccc(NC(=O)CC2C(=O)OCC3CCCCN32)cc1 (stereo not given)	nt	-2	2	nt	-0.3	4	-4	i	1	-2
O=C(Cc1ccccc1[N+](=O)[O-])NNC(=O)c1ccncc1	nt	2	5	nt	-0.2	-19	0	-1.6	4	7
CSCCC(NC(=O)c1ccccc1)C(=O)OCC(=O)N(C)CCC#N (stereo not given)	-1	0	-4	-17	0.3	5	2	2.8	6	-12
CN(Cc1nccn1C)C(=O)c1cc(COc2cccc(C(F)(F)F)c2)on1	3	5	-4	2	1.3	2	9	-0.3	1	8
Cc1ccc(S(=O)(=O)Nc2nc3ccc(S(=O)(=O)N4CCCC4)cc3s2)cc1	6	-14	6	28	nt	2	11	-0.3	-6	3
COC(=O)CCCC1=CC2=CC(=O)C(C)(OC(=O)c3cccs3)C(=O)C2=CN1c1ccccc1 (stereo not given)	nt	-8	-10	nt	-0.1	5	17	i	-1	4

Later entries
SMILES	3CLpro inhibitor	PriA SSB inh	PrPC TRFRET	VHR inh abs	TcdB GH inh	MazEF act	Y pestis TopoI	Vc quorum ag	Rv3671c inh	CCHFV vOTU inh
O=C(NCc1ccccn1)c1ccc(Cl)c(S(=O)(=O)N2CCOCC2)c1	-5	-12	-3	19	0.8	13	12	0.8	0	12
CC(=O)c1cccc(NC(=O)CN2C(=O)c3cccnc3Oc3ccc(Cl)cc32)c1	3	3	-1	-20	1.3	-7	11	-4.2	0	6
CN(C)c1ccnc2sc(C(=O)c3ccc(Br)cc3)c(N)c12	2	-17	-10	30	-0.5	-4	8	-0.3	5	0
Cc1nc2cc(NC(=O)Nc3ccccc3Cl)ccc2n1C	5	4	-3	11	1.7	4	0	1.9	3	2
CCC(C)NC(=O)c1c(N)n(CCCOC)c2nc3ccccc3nc12 (stereo not given)	-2	-14	5	32	nt	10	23	i	-32	14
N#C/C(=C\c1ccc(F)cc1)C(=O)NC1CCS(=O)(=O)C1 (stereo not given)	-1	-13	4	18	1.4	1	0	i	4	12
CC(C(=O)NC1CCCC1)N(C(=O)c1snc(C(N)=O)c1N)c1ccc2c(c1)OCCO2 (stereo not given)	5	-1	-4	21	nt	7	-4	-0.4	2	3
O=C(COc1ccc(-c2nnco2)cc1)N1CCOCC1	nt	-3	4	nt	0.1	4	-4	i	4	-8
O=C(Cn1ccc(C(F)(F)F)n1)N/N=C/c1ccc(N2CCOCC2)cc1	2	nt	-1	2	-0.6	5	-5	-0.1	1	-22
Cc1ccc(OCC(=O)Nc2cnn(CCCC(=O)O)c2)c([N+](=O)[O-])c1	4	0	-1	38	1.1	2	-4	i	8	-2
C[C@@H](NS(=O)(=O)c1cc(Cl)ccc1F)[C@H](O)c1ccccc1	nt	2	2	nt	0.4	6	5	i	nt	-2
CCCn1c(=O)c2[nH]c(-c3ccc(OCC(=O)Nc4ccc(C#N)cc4)cc3)nc2n(CCC)c1=O	nt	-3	0	nt	0.6	-12	9	-0.7	0	-1
Cc1onc(-c2ccccc2)c1C(=O)N1CCC(C)(C(=O)NS(=O)(=O)C2CC2)C1 (stereo not given)	nt	nt	-1	nt	2.7	nt	2	-0.2	nt	4
CCS(=O)(=O)Nc1cccc(-c2ccc3nnc(-c4cccnc4)n3n2)c1	-6	-15	-31	7	-7.9	12	2	-2.0	-5	-2
O=c1ccc2cc(S(=O)(=O)N3CCN(c4ccccc4F)CC3)ccc2o1	-4	-2	-1	23	1.2	14	-8	0.6	-4	2
O=C(NC1CCCC1)c1cccc2c1C(=O)c1ccc(/C=C/c3ccccc3)cc1S2(=O)=O	nt	4	-7	nt	1.2	-21	1	0.5	-12	9
COc1ccc(/C=N\NS(=O)(=O)c2ccc(Br)cc2)cc1COc1ccccc1[N+](=O)[O-]	0	nt	1	0	nt	3	1	i	-7	1
COc1ccc(CN2CCC(C)CC2)cc1OCc1ccccc1	-2	-23	-2	26	0.4	2	-17	-2.0	nt	9
COc1ccc(C)cc1NC(=O)c1sc2nc(C)nc(N3CCOCC3)c2c1C	0	-4	-29	30	-0.6	9	2	-0.4	4	17
Cc1ccc([C@@H]2C[C@H]3[C@@H](CN2S(=O)(=O)c2ccc(C)cc2)C(=O)C[C@@H](c2cccc(Cl)c2)N3S(=O)(=O)c2ccc(C)cc2)cc1	nt	nt	-5	nt	0.7	-6	2	-0.2	nt	26
Cc1ccc(C(=O)Nc2ccc(N3CCN(S(C)(=O)=O)CC3)cc2)cc1	5	-12	-2	0	1.9	34	5	i	-11	-21
O=C(NCCc1ccccc1)C1CCCN1S(=O)(=O)c1ccc(Cl)cc1 (stereo not given)	-1	-2	-1	33	-0.7	-12	-4	-0.4	-6	5
Cc1c(Cl)cccc1NC(=S)NCCC(C)C	-8	-19	-5	3	nt	4	-10	i	-2	9
COCCNC(=O)Cn1c(=O)n(Cc2ccc(C(=O)NCCc3ccc(OC)c(OC)c3)cc2)c(=O)c2ccccc21	1	0	-6	-6	0.6	5	2	i	5	-1
COc1ccc(OC)c(/C=C2\NC(=O)NC2=O)c1	-1	-9	-9	-4	0.3	0	-7	-0.5	-4	-5
COc1cc(OC)cc(-c2c(-c3cccs3)c3cc(-c4ccn[nH]4)ccc3n2C)c1	nt	18	6	nt	1.9	-2	-4	-8.3	-8	1
COc1ccc(-c2noc(C3CCCN(C(=O)c4cccc(F)c4)C3)n2)cc1 (stereo not given)	1	-8	-2	4	1.9	5	2	0.6	-1	-5
O=C(CN1C(=O)c2ccc(Br)cc2C1=O)NCC1CCCO1 (stereo not given)	-6	-17	3	1	0.1	1	2	i	5	-5
O=c1c2c3c(sc2nc2n1CCCCC2)CCCCC3	3	nt	nt	-9	nt	nt	1	-6.7	9	nt
O=C(NCCS(=O)(=O)N1CCN(c2ccccc2F)CC1)c1ccc(Cl)cc1	nt	-12	2	nt	1.3	-4	14	i	-4	1
CC(=O)Nc1cc(-c2cccc(C(=O)NCCN(C)C)c2)cn2c(-c3ccc(S(C)(=O)=O)cc3)cnc12	nt	nt	-25	nt	0.8	nt	1	0.4	nt	-35
CCCCc1nnc(NC(=O)CN2C(=O)NC3(CCCCC3)C2=O)s1	4	-10	0	19	1.0	1	4	-0.7	4	7
CNS(=O)(=O)c1cccc(C(=O)OCC(=O)c2cc(C)n(CC3CCCO3)c2C)c1 (stereo not given)	nt	6	-3	nt	-2.8	3	16	-1.3	-19	2
COc1ccccc1C(=O)NNC(=O)c1cc2ccccc2cc1O	nt	nt	4	nt	0.7	1	5	-0.6	nt	8
CC(Oc1ccccc1)C(=O)N1CCN=C1SCc1cccc(F)c1 (stereo not given)	-4	-18	-2	-12	0.9	3	-4	-0.4	6	-1
O=C(CCCOc1ccccc1)NCCc1nc2ccccc2[nH]1	3	8	-1	-5	0.8	8	5	-0.3	2	-7
COc1ccc(CCN2CC(C(=O)N(C)Cc3ccccn3)CCC2=O)cc1 (stereo not given)	nt	nt	4	nt	-0.1	1	2	i	nt	-2
CC1CCN(C(=O)CC#N)CC1	1	1	-8	-3	1.3	8	4	-0.4	10	4
COc1ccc(C(O)(CCN2CCOCC2)c2ccccc2)cc1 (stereo not given)	1	1	-7	nt	1.2	-9	-1	-0.8	4	5
